PMI activator – increases human mannose-6-phosphate isomerase activity | P34949 | purified human PMI, coupled resazurin fluorescence, 20 min; stronger effect = higher value; 1 = vehicle control, 0 substrate-free wells | activation factor at 20 µM | hit rate 0.005% among 190,000;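 active = activation factor of 2 or more at 20 µM, relative to plate controls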
Target sequence (P34949 whole entry, looked up): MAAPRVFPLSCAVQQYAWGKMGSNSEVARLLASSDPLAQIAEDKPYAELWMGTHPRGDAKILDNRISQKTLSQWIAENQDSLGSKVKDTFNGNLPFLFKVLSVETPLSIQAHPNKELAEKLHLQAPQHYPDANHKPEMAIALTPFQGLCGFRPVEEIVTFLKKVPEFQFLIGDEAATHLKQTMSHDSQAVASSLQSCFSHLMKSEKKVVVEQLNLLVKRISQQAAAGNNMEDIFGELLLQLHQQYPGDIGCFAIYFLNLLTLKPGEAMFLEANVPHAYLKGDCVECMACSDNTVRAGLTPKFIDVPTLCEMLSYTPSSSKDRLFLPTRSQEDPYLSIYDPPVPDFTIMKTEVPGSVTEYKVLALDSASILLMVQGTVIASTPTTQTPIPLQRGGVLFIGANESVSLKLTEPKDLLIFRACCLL
G6PDH counter – counter-screen for G6PDH assay hits: L. mesenteroides G6PDH inhibition; Purified L. mesenteroides G6PDH, diaphorase/resazurin coupled fluorescence, 45 min; inhibition, % at 5 µM; hit rate 0.12% among 200,000
Hsp70 activator – transcriptional activators of Hsp70; HeLa Hsp70 promoter luciferase reporter, luminescence; scaled: vehicle 0, proteasome-inhibitor control 100%; activation, % at 10 µM; hit rate 0.04% among 200,000;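 active = activation above the mean across all tested compounds plus 3 SD, cutoff set per campaign, cut at about 5.5% in these data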;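 also: 100% = MG132 at 30 µM as the positive control and 0% = DMSO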
Diaph inh CS – inhibits diaphorase or chemically oxidizes, flagging diaphorase assay artifacts. diaphorase resazurin-to-resorufin fluorescence, NADH, 16 min; bacterial (C. kluyveri) enzyme, not human. hit rate 0.69% among 190,000. AID 1217. inhibition, % at 20 µM;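 active = primary screen inhibition at 20 µM above a set limit, cut at about 50% in these data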;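 also: plate controls were DMSO with full reaction for no effect and wells lacking NADH for full effect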
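System: Bacterial diaphorase enzyme (C. kluyveri) | Incubation: 16-min room-temperature incubation before reading | Benchmarks: No-NADH positive control and DMSO neutral control | Measured by: Resorufin fluorescence 544/590 nm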
PMI act satM6P – increases human PMI activity with near-saturating mannose 6-phosphate | activation factor at 20 µM | hit rate 0.34% among 190,000 | AID 1216 | P34949 | coupled PMI enzyme assay, resazurin fluorescence, 20 min; stronger effect = higher value; 1 = untreated enzyme, 0 = substrate-free blank;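 active = activation factor of 2 or more at 20 µM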
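test system = human PMI in coupled enzyme assay | medium = HEPES-buffered pH 7.4 with magnesium and detergent | also added = 1.0 mM mannose-6-phosphate substrate with 0.22 mM NADP+ | compound = 20 µM single dose | times = 20 min incubation at room temperature | measured by = resorufin fluorescence (Ex 544/Em 590 nm) from resazurin via diaphorase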
L major viab – Leishmania major promastigote growth inhibition. Leishmania major promastigotes, resazurin fluorescence viability. inhibition, % at 10 µM. hit rate 9% among 200,000. AID 1063;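 also: promastigotes grown with compound for 44 hours at 28 °C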
S1P3 antagonist – blocks the human S1P3 receptor; CHO S1P3 NFAT-BLA reporter, FRET fluorescence, antagonist mode; inhibition, % at 4.98 µM; hit rate 0.27% among 170,000; AID 485;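 active = inhibition above the plate cutoff, the mean inhibition of test wells on that plate plus 3 SD, cut at about 28% in these data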;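 also: cells challenged with S1P at its EC80 of 0.8 µM; blue over green emission ratio from cleaved BLA substrate after 4 h stimulation; 0% = S1P-stimulated wells and 100% = unstimulated DMSO-only wells; some compounds past the cut are filed as inactive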
Target sequence (Q99500 whole entry, looked up): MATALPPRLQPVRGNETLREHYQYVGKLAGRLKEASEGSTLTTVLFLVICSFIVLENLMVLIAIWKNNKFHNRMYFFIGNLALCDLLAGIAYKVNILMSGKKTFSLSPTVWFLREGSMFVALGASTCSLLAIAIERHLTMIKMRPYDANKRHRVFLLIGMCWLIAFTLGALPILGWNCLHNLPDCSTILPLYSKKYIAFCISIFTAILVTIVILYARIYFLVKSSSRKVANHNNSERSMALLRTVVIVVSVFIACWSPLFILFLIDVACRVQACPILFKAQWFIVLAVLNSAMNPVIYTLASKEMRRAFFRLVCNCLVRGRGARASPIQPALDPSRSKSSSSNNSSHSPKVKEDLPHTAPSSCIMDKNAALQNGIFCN
RAM inhibit – inhibitors of the yeast RAM network | AID 868 | inhibition, % at 50 µM | hit rate 1.8% among 190,000 | S. cerevisiae dse1pr::URA3 reporter, 5-FOA growth OD615, 2 d; analog-sensitive cbk1-as2 kinase mutant strain;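 active = inhibition above a set limit, 3 SD over mean compound inhibition, cut at about 8.4% in these data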;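 also: 0% = DMSO-only wells with no growth and 100% = 10 µM 1-NA-PP1 full growth; inhibition rescues growth on 5-FOA so higher OD means more RAM inhibition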
Diaph act CS – diaphorase activation or chemical reduction counter-screen; hit rate 0.005% among 190,000; AID 1229; Diaphorase/resazurin coupled assay, resorufin fluorescence, 16 min; stronger effect = higher value; 1 = vehicle wells, 0 = NADH-free wells; activation factor at 20 µM;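 active = diaphorase activity raised at least twofold by the compound at 20 µM; inactive = activation factor below 2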
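Material: purified diaphorase enzyme from Clostridium kluyveri / Medium: HEPES pH 7.4 buffer with MgCl2 and Tween 20 / Schedule: enzyme reaction of 16 min at room temperature / Measured by: resorufin fluorescence, excitation 544 nm, emission 590 nm / Evaluation: rise in resorufin formation, marking diaphorase activation or chemical reduction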
DTT redox prof – compounds producing H2O2 with reducing agent – biochemical, NIH compound library profiling, artefact control for MLSCN library redox annotation, primary screen; AID 878; activation, % at 10 µM; DTT-dependent redox cycling H2O2, phenol red/HRP absorbance; 100% = 100 µM peroxide control, 0% = buffer; hit rate 0.03% among 200,000;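 active = activation of at least 50% relative to the plate's high and low controls in the primary single-dose screen; inactive = activation below 50%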;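 also: compound incubated with DTT at 0.8 mM final as the reducing agent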
TLR4-MyD88 BLA – TLR4-MyD88 interaction inhibition in cells; hit rate 0.18% among 200,000; HeLa CL3-4 TLR4/MyD88 BLA complementation, FRET ratio; O00206+Q99836; inhibition, % at 8.4 µM; in the data active = inhibition above about 25%;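 also: 0% = vehicle and 100% = reference inhibitor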
* = called active by the depositor; . = no result given. Rule as the data show it, unless noted: active = inhibition above about 50%; inactive = the rest.

SMILES	PMI activator	G6PDH counter	Hsp70 activator	Diaph inh CS	PMI act satM6P	L major viab	S1P3 antagonist	RAM inhibit	Diaph act CS	DTT redox prof	TLR4-MyD88 BLA
CCOC(=O)/C(N=O)=C(\O)C1CCN(C(=O)OCC)CC1	0.9	2.7	-0.2	23.7	1	-7.0	-49.8	0.1	0.8	0.4	-22.8
CCOc1ccc(CN(C(=O)c2oc3cc(C)ccc3c2C)C2CCS(=O)(=O)C2)cc1 (stereo unspecified)	0.9	-7.1	1.1	21.8	0.9	30.9	.	0.7	0.8	0.1	0.1
COc1ccccc1C(=O)Oc1cc(N)n(S(=O)(=O)c2ccccc2)n1	1	3.2	-0.2	20.8	1	-4.1	-34.6	2.0	0.8	-1.0	-0.5
Cc1ccccc1NC(=O)Cn1c(C)nc2ccc(N)cc2c1=O	0.9	10.8	-0.4	12.9	0.9	-5.4	.	2.5	0.9	-1.6	-3.2
CC(=O)N1CCN(C(=O)CSc2nc3c(cnn3-c3ccccc3)c(=O)[nH]2)CC1	0.9	3.2	-0.1	11.1	1	9.3	.	0.9	0.9	0.3	-10.3
Cc1cc(C)c(C#N)c(Nc2ccccc2)n1	0.9	2.8	0.1	12.1	0.8	-4.2	.	1.5	0.9	1.1	-5.6
O=C(NC1(C(F)(F)F)NC(=O)N(Cc2cccnc2)C1=O)c1ccncc1 (stereo unspecified)	1	6.1	-0.4	3.1	1	-0.7	-19.5	0.2	1	-0.1	-12.8
COc1ccc(-c2noc(CSc3nnc(-c4ccccc4)n3C)n2)cc1	1	0.4	0.2	11.7	1.1	-1.9	.	0.6	0.9	0.1	-0.3
CCOc1ccc2[nH]cc(C(=O)N3CCN(CC)CC3)c(=O)c2c1	0.9	1.3	0.0	12.4	0.9	0.8	5.3	1.1	0.9	2.9	6.8
Cn1nnnc1SCC(=O)Nc1cc(C(=O)O)cc(C(=O)O)c1	0.9	-0.8	-0.4	10.8	1	-1.5	.	2.8	0.9	-1.1	7.5
COc1ccc(Cl)cc1Nc1ncnc2sc(C)c(S(=O)(=O)N3CCC(C)CC3)c12	0.9	9.9	-0.2	18.2	0.9	25.8	-17.4	8.0	0.8	0.0	-15.9
COc1ccccc1NC(=O)c1ccc(NS(C)(=O)=O)cc1	1	-1.9	0.3	2.2	1	-5.6	-12.1	0.2	1	-2.6	-7.5

Structures listed so far containing a carbonyl joined to an NH by a bond outside any ring:
SMILES	PMI activator	G6PDH counter	Hsp70 activator	Diaph inh CS	PMI act satM6P	L major viab	S1P3 antagonist	RAM inhibit	Diaph act CS	DTT redox prof	TLR4-MyD88 BLA
Cc1ccccc1NC(=O)Cn1c(C)nc2ccc(N)cc2c1=O	0.9	10.8	-0.4	12.9	0.9	-5.4	.	2.5	0.9	-1.6	-3.2
O=C(NC1(C(F)(F)F)NC(=O)N(Cc2cccnc2)C1=O)c1ccncc1 (stereo unspecified)	1	6.1	-0.4	3.1	1	-0.7	-19.5	0.2	1	-0.1	-12.8
Cn1nnnc1SCC(=O)Nc1cc(C(=O)O)cc(C(=O)O)c1	0.9	-0.8	-0.4	10.8	1	-1.5	.	2.8	0.9	-1.1	7.5
COc1ccccc1NC(=O)c1ccc(NS(C)(=O)=O)cc1	1	-1.9	0.3	2.2	1	-5.6	-12.1	0.2	1	-2.6	-7.5

By substructure: the entries above with an NH in an aromatic ring.
SMILES	PMI activator	G6PDH counter	Hsp70 activator	Diaph inh CS	PMI act satM6P	L major viab	S1P3 antagonist	RAM inhibit	Diaph act CS	DTT redox prof	TLR4-MyD88 BLA
CC(=O)N1CCN(C(=O)CSc2nc3c(cnn3-c3ccccc3)c(=O)[nH]2)CC1	0.9	3.2	-0.1	11.1	1	9.3	.	0.9	0.9	0.3	-10.3
CCOc1ccc2[nH]cc(C(=O)N3CCN(CC)CC3)c(=O)c2c1	0.9	1.3	0.0	12.4	0.9	0.8	5.3	1.1	0.9	2.9	6.8

(list continues)
SMILES	PMI activator	G6PDH counter	Hsp70 activator	Diaph inh CS	PMI act satM6P	L major viab	S1P3 antagonist	RAM inhibit	Diaph act CS	DTT redox prof	TLR4-MyD88 BLA
CCC(C)N1C(=O)S/C(=C/c2ccc(N3CCOCC3)cc2C)C1=O (stereo unspecified)	1	-1.5	0.1	7.0	1	0.1	12.4	8.1	0.9	-0.3	-4.0
CCCN(CC1CC1)C(=O)COC(=O)c1[nH]c(C)c(C(=O)OCC)c1C	1	11.5	0.3	1.3	1.1	80.2*	.	1.6	1	0.1	9.2
CN(C)C(CNc1ncnc2sc3c(c12)CCCC3)c1ccco1 (stereo unspecified)	1	4.2	-0.3	11.6	1	10.2	0.6	-0.8	0.9	-1.9	7.8
CC1=C(C(=O)Nc2ccc(Cl)cc2)C(c2ccco2)NC(=O)N1 (stereo unspecified)	0.9	14.6	-0.3	5.5	1	4.7	-19.4	-1.0	0.9	-3.7	-1.2
Cc1cccc(-c2nc(CN3CCCC(C(=O)NC4CCC(C)CC4)C3)c(C)o2)c1 (stereo unspecified)	1	-0.7	-0.2	-11.0	1	45.9	0.3	1.2	1.1	-9.0	7.7
CNC(=O)Oc1ccc2c(c1)[C@]1(C)CCN(C)[C@@H]1N2C	1	16.1	-0.3	18.9	0.9	-0.9	5.9	0.6	0.8	-0.1	-5.0
O=C(Cn1c(CN2CCCCC2)nc2ccccc2c1=O)Nc1ccccc1	0.9	-1.0	-0.2	5.7	1	9.5	-0.4	1.3	0.9	-2.6	10.6
O=C(CCC(=O)c1ccc(Cl)cc1)OCC(=O)c1ccccc1	1	11.6	-0.1	-2.6	1	-5.6	.	0.0	1	-5.0	5.6
O=C(CSc1nc(-c2ccco2)cc(C(F)(F)F)n1)Nc1ccc(C(=O)N2CCOCC2)cc1	0.9	1.8	-0.2	8.5	1	-1.1	.	6.0	0.9	3.2	-8.0
CSc1nsc(SCc2ccc(Cl)cc2)n1	1	3.6	0.0	10.4	1	-6.1	.	-0.3	0.9	3.0	0.4
CC(C)(CO)NC(=O)Nc1ccc(Cl)c(Cl)c1	1	1.8	-0.2	-3.1	1.1	9.8	8.0	-0.4	1	-0.2	-12.3
O=C(COC(=O)c1ccccc1SCC(=O)NC1CCS(=O)(=O)C1)NC1CCS(=O)(=O)C1 (stereo unspecified)	0.9	11.1	-0.3	6.5	0.9	-4.7	-5.1	-0.6	0.9	-0.2	-16.4

Sorted by SMILES length (lowest first): part of the list above
SMILES	PMI activator	G6PDH counter	Hsp70 activator	Diaph inh CS	PMI act satM6P	L major viab	S1P3 antagonist	RAM inhibit	Diaph act CS	DTT redox prof	TLR4-MyD88 BLA
CSc1nsc(SCc2ccc(Cl)cc2)n1	1	3.6	0.0	10.4	1	-6.1	.	-0.3	0.9	3.0	0.4
CC(C)(CO)NC(=O)Nc1ccc(Cl)c(Cl)c1	1	1.8	-0.2	-3.1	1.1	9.8	8.0	-0.4	1	-0.2	-12.3
CCCN(CC1CC1)C(=O)COC(=O)c1[nH]c(C)c(C(=O)OCC)c1C	1	11.5	0.3	1.3	1.1	80.2*	.	1.6	1	0.1	9.2

Further results.
SMILES	PMI activator	G6PDH counter	Hsp70 activator	Diaph inh CS	PMI act satM6P	L major viab	S1P3 antagonist	RAM inhibit	Diaph act CS	DTT redox prof	TLR4-MyD88 BLA
CC(=O)c1cc(NC(=O)c2ccccc2)c(=O)oc1C	1.7	5.4	0.0	5.2	2.1*	-3.7	2.1	2.9	0.9	-2.0	-10.2
Cc1cc(OCc2ccc(C(=O)n3cccn3)o2)ccc1Cl	1.2	4.5	0.0	-3.5	1.1	0.9	.	5.9	1	0.9	-12.6
COc1cccc(CN2C(=O)Nc3ccccc3C(=O)N2C(C)(C)C)c1	1.1	1.5	-0.3	-0.9	1.1	2.3	.	-1.4	1	0.0	2.3
Nc1[nH]c(N=NC(=O)c2ccc(Cl)cc2)c2ccccc12	0.9	13.4	-0.1	0.9	1	48.2	-15.2	1.5	1	0.3	-7.2
CCS(=O)(=O)c1nc2ccccc2n1CC(=O)N1CCOCC1	1	-1.6	-0.4	6.9	1	-4.4	20.6	-0.1	0.9	-3.6	-8.7
Cn1cc(Br)c(C(=O)N2CCN(c3cccc(Cl)c3)CC2)n1	1	8.1	-0.2	-3.5	1.1	-4.2	.	0.4	1	-3.1	-14.3
COc1ccc(Cl)cc1NC(=O)C1CCCO1 (stereo unspecified)	1.1	-9.0	-0.3	7.0	1	-7.0	-21.9	0.9	0.9	-0.6	6.4
Cc1ccc(-c2cccc(C(=O)NCc3ccccc3)n2)c2ccccc12	0.9	11.8	-0.2	9.5	0.9	5.8	-15.9	10.3*	0.9	-0.1	-10.2
COc1ccc(N2CCN(CCCNS(=O)(=O)c3c(C)noc3/C=C/N(C)C)CC2)cc1	0.9	-30.8	-0.3	-3.0	0.9	8.0	-23.8	-1.2	1	-0.2	2.4
COC(=O)c1cc(=O)n(CCc2ccccc2F)c(=Nc2ccc(F)c(Cl)c2)s1	0.9	-1.2	-0.1	22.0	0.9	98.6*	.	10.0*	0.8	-1.0	4.0
CCc1n[nH]c(=S)n1N=C1CCC(C)CC1 (stereo unspecified)	1	4.4	1.0	2.5	1.1	-6.7	-11.3	1.0	1	0.1	-14.9
CCOC(=O)Cc1cc(=O)n2[nH]c(C)cc2n1	0.9	7.4	-0.2	18.1	0.9	-2.4	5.2	0.5	0.8	-0.8	-19.1
COCCN=C1NC(=O)C(CC(=O)Nc2cccc(Cl)c2C)S1 (stereo unspecified)	1	-2.5	0.0	0.3	1	-4.3	-1.4	3.8	1	0.3	1.3
O=c1c2ccccc2c2ccccc2c(=O)n1Cc1cccnc1	1	12.8	-0.1	8.3	1	-7.8	-3.0	-0.3	0.9	-2.2	17.0
CCSc1nc(O)c(CC)c(=O)n1C(C)CC (stereo unspecified)	0.9	-11.8	-0.2	17.9	0.9	-3.1	5.7	0.0	0.8	1.9	-10.0

High-throughput results: PubChem BioAssay, several laboratories
